Assay outcomes: PubChem BioAssay, The Scripps Research Institute Molecular Screening Center
FBW7 act – activators of human E3 ligase FBW7; AlphaScreen FBW7–phospho-cyclin E peptide binding, activator screen; hit rate 0.13% among 650,000; AID 1259310; normalized activity (activation), % at 26.1 µM; in the data active means normalized activity above about 1.9%;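 further: purified mutant Fbw7 with reduced substrate affinity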
MITF inh – human MITF inhibition, primary screen | inhibition, % at 2.6 µM | hit rate 0.91% among 650,000 | AID 1259374 | O75030 | AlphaScreen MITF homodimerization, bead proximity signal; in the data active means inhibition above about 50%;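 further: 0% = vehicle wells with protein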
Target sequence (O75030 whole entry, looked up): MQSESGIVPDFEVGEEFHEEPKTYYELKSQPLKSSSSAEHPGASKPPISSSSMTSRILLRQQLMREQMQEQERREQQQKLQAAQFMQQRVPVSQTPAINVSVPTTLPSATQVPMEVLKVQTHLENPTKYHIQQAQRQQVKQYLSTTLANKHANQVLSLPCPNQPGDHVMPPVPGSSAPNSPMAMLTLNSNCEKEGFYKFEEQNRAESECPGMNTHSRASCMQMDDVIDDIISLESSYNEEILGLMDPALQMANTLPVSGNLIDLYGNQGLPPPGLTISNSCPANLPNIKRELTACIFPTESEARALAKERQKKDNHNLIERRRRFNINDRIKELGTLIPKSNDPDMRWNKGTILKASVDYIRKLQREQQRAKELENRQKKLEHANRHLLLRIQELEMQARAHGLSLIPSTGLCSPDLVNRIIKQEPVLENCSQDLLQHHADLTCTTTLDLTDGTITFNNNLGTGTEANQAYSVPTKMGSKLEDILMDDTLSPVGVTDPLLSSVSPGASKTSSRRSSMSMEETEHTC
TEAD-YAP inh – TEAD-YAP interaction inhibition; HEK-TIYL cells, TEAD-Gal4/YAP UAS-luciferase luminescence; inhibition, % at 9.12 µM; hit rate 1.4% among 640,000; in the data active means inhibition above about 32%;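 further: 0% = median of test compound wells and 100% = reference inhibitor wells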
GPR151 ag – activates the human receptor GPR151; activation, % at 11.2 µM; PathHunter beta-arrestin GPR151 cells, luminescence; hit rate 1% among 650,000; in the data active means activation above about 4.9%;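 further: 0% = median of compound wells and 100% = cells with positive control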
Target sequence (Q8TDV0 whole entry, looked up): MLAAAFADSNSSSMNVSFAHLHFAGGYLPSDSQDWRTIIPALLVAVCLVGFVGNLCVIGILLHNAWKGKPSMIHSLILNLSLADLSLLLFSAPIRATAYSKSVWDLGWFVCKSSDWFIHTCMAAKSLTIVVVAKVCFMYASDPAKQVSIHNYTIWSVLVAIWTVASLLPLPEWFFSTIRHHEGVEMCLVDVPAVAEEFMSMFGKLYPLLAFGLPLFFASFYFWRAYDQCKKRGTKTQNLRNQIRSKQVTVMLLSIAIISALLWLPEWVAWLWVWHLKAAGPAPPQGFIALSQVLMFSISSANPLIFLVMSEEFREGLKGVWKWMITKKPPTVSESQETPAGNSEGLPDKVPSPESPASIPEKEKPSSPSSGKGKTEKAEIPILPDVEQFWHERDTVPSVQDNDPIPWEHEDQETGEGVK
An asterisk follows results filed as active; . = no result given.

SMILES	FBW7 act	MITF inh	TEAD-YAP inh	GPR151 ag
O=C(NCc1ccc2c(c1)OCO2)C1CCCN1c1nnc(N2CCCC2=O)s1 (centres undefined)	0.1	-4	-15	3.2
O=C(c1ccc(NC2=NC3CS(=O)(=O)CC3S2)cc1)N(CCO)Cc1ccccc1 (centres undefined)	0.0	8	-5	0.0
COc1ccc(OC)c(NC(=O)c2c(NCc3cccs3)sc3c2CCC3)c1	0.2	12	6	1.5
CC(C)CNC(=O)c1ccc(Cl)cc1[N+](=O)[O-]	0.1	10	2	-0.3
Cc1ccc2c(c1)OC(O)(C(F)(F)F)C(=O)N2 (centres undefined)	0.5	11	12	-1.4
CCC(C)(C)n1nnnc1C(c1cc2ccc(C)c(C)c2[nH]c1=O)N1CCC(O)CC1 (centres undefined)	-0.1	10	3	-0.1
O=C1C2CCCCC2C(=O)N1c1ccc(Oc2ccc(Cl)cc2)cc1 (centres undefined)	-0.1	-6	-6	0.2
CCOc1ccc(S(=O)(=O)N(CC(=O)Nc2cc(C)cc(C)c2)c2ccccc2)cc1	0.2	1	1	0.0
Cc1nc2ccc3nc(NC(=O)c4ccc(S(=O)(=O)N5CCCCC5)cc4)sc3c2s1	-0.1	-5	-10	-0.8
CC(=O)Nc1ccc(NC(=O)c2cc(NCc3ccc4c(c3)OCO4)nc3ccccc23)cc1	-0.2	-1	14	1.1
CN(C)S(=O)(=O)c1ccc(Cl)c(-c2nnc3n2CCCCC3)c1	0.2	11	-5	-0.1
O=C(NCc1ccccc1)c1cccn2c(=O)c3cc(Cl)ccc3nc12	0.0	-1	1	-0.3
Cc1cc(Cl)ccc1NC(=O)C(=O)NCc1ccncc1	0.0	6	5	1.2
Cc1ccc(N(C(C)C(=O)N2CCN(c3ccccc3)CC2)S(C)(=O)=O)cc1 (centres undefined)	0.0	5	8	1.1
Cn1nc(-c2ccc(C#N)cc2)c2c1CCNC2	0.0	8	-1	-0.3
CNC(=O)C(=O)Nc1ccc(C)cc1C	-0.3	0	-1	0.3
Cc1ccc(S(=O)(=O)CCN2CCC(O)(c3ccccc3)CC2)cc1	0.2	15	7	0.6
COc1cc(Cl)c(S(=O)(=O)NCCOC23CC4CC(CC(C4)C2)C3)cc1Cl	-0.1	7	6	0.9
Cc1ccc(N2C(=O)N(CC(=O)O)C(=O)C2C)cc1 (centres undefined)	0.0	16	2	-2.4
CCC(CC)NC(=O)c1cccc([N+](=O)[O-])c1C	0.0	19	10	-0.7
O=C(NCc1ccc2c(c1)OCO2)c1nc(-c2ccccc2)n(-c2ccccc2)n1	0.1	17	14	-1.1
O=C(c1cc(-c2ccc(Cl)cc2)on1)N1CCOCC1	0.4	9	-23	-2.1
CC(=O)Nc1ccccc1C(=O)C(=O)Nc1ccc(F)c(Cl)c1	-0.1	0	-10	-0.4
CCOC(=O)c1cc(S(=O)(=O)NCC2CCN(Cc3cccc(C)c3)CC2)cn1C	0.0	-13	0	-1.7
CN(CC1COCCO1)C(=O)C1CC(Cc2ccc(F)cc2)=NO1 (centres undefined)	0.2	10	-30	-0.5
(cont.)
SMILES	FBW7 act	MITF inh	TEAD-YAP inh	GPR151 ag
COc1ccc(-c2cc(C(=O)Nc3ccc(OC)cc3OC)no2)cc1	-0.1	6	6	-0.3
Cc1sc2nc(C)n(C3CCN(C(=O)C4CCCCC4)CC3)c(=O)c2c1C	-0.1	-11	-5	0.8
COc1ccc(C(N)=O)cc1NC(=O)CCn1c(=S)[nH]c2ccccc2c1=O	-0.1	6	-2	0.3
COc1ccc(C2C=C(c3cccc(Br)c3)Nc3ncnn32)c(OC)c1 (centres undefined)	-0.1	1	-2	-0.5
COC(=O)c1ccccc1NC(=O)C(C)(C)NC(=O)c1cccs1	-0.1	-12	-13	0.0
CC(C)n1c(Nc2ccccn2)nc2c(NCCO)ncnc21	0.0	15	-2	-1.1
Cc1ccc(/C=C/C(=O)NC2CCCCCC2)o1	0.0	8	-5	0.8
CCN(Cc1ccccc1)c1ccc(/C=N/NC(=O)OC)cc1	0.2	6	14	-0.6
CC1=C(C(=O)Nc2ccc(C)cn2)C(c2cccc(Br)c2)C2=C(CCCC2=O)N1 (centres undefined)	0.0	-1	0	-1.9
CN(CCC#N)S(=O)(=O)c1ccc(-c2ccc([N+](=O)[O-])cc2)cc1	-0.2	0	6	2.6
CC1=CC=CN2C(=O)C(Cc3ccccc3F)(NC(=O)c3ccccc3)N=C12 (centres undefined)	-0.1	-6	-2	0.6
Cc1ccccc1NC(=O)c1ccc(N)cc1	0.0	9	-8	-0.8
CC(C)NC(=O)c1cccc(NC(=O)Nc2ccc(-c3ncnc4[nH]cc(Cl)c34)cc2)c1	1.0	78*	6	0.2
Cc1cccc(C2c3[nH]c4ccccc4c3CCN2C(=O)Cc2n[nH]c(C)n2)n1 (centres undefined)	0.0	9	-11	-0.9
COCCCNC(=O)c1sc2ncn(CC(=O)N3CCC(C)CC3)c(=O)c2c1C	0.0	2	11	-0.8
Cc1ccc(C2C(C#N)=C(N)Nc3oc(C)nc32)cc1 (centres undefined)	0.1	13	6	-1.5
Nc1nc(-c2ccc(F)cc2F)cs1	-0.2	4	-35	-1.4
CCCCc1ccc(-c2nc(C=Nc3ccc(-c4ccccc4)cc3)c(O)o2)cc1	-0.1	10	8	-0.2
COc1ccc(CCNc2ccnc(N3CCN(c4ccccn4)CC3)n2)cc1	0.1	-3	11	0.8
CCc1ccccc1N1CCN(S(=O)(=O)c2cc(C)ccc2OC)CC1	0.0	-8	-5	-1.0
COc1ccc(/C=C/c2cc(Cl)cc(Cl)c2)cc1	.	-5	.	0.5
COc1ccc(C2CC(C(F)(F)F)n3nc(C(=O)Nc4ccc(Cl)c(Cl)c4)cc3N2)cc1OC (centres undefined)	0.0	-2	-1	-1.1
COc1cccc(-c2nc(CS(=O)(=O)CC(=O)NCc3cccc(Cl)c3)c(C)o2)c1	-0.2	-1	-1	1.1
O=Cc1ccc(N2Cc3ccccc3C2)cc1	0.2	13	-27	-5.2
Nc1nc2ccc(NC(=O)c3ccccc3)cc2s1	0.0	7	-45	0.7
(cont.)
SMILES	FBW7 act	MITF inh	TEAD-YAP inh	GPR151 ag
CC(C)(CO)NC(=O)C1CC(c2cccc(Br)c2)=NO1 (centres undefined)	-0.1	-9	-5	-0.4
Cc1cc(Cl)ccc1N1C(=O)CN(S(C)(=O)=O)CC1(C)C(=O)NC1CCCC1 (centres undefined)	0.2	10	4	-0.3
O=C(CC1(O)C(=O)Nc2ccc(Br)cc21)c1cccc2ccccc12 (centres undefined)	-0.1	-1	4	-0.6
O=C(O)c1cccc2c1C(=O)N(c1ccccc1)C2	-0.1	72*	-5	-2.1
CCN(C(=O)C1CCCN(c2nc(-c3ccc(OC)cc3)no2)C1)c1ccc(OC)cc1 (centres undefined)	0.4	9	12	1.7
S=c1n(CN2CCCCC2)nc(-c2ccncc2)n1Cc1ccccc1	0.0	10	3	-0.3
Cc1cc(=O)n2nc(N3CCCC3C(=O)NCc3cccc(Br)c3)sc2n1 (centres undefined)	0.0	5	1	0.8
CC12CCC(C/C1=N/NC(=O)c1ccccc1O)C2(C)C (centres undefined)	0.2	6	-8	-0.3
CCOC(=O)c1cc2c(=O)n3ccccc3nc2n(CC2CCCO2)c1=NC(C)=O (centres undefined)	0.2	-3	-2	0.0
Cc1ccc(NC(=O)c2cc(S(=O)(=O)N3CCN(c4cccc(C)c4C)CC3)ccc2F)cc1C	0.0	2	-3	0.3
CCOC(=O)N1C(=O)c2cc(OCC)ccc2S1(=O)=O	0.1	12	8	-1.8
COc1ccc(OC)c(/C=C2/C(=O)NC(=O)N(c3cccc(C(F)(F)F)c3)C2=O)c1	0.1	9	6	0.4
Cc1cc(C)n2nc(SCC(=O)NC(C)C)nc2n1	0.0	7	-1	0.7
CN1CCN(C(=O)CCC2(Cc3ccco3)CCC(=O)N2)[C@@H](c2ccccc2)C1 (some centres undefined)	0.3	-12	-23	0.7
CCOC(=O)c1ccc(NC(=O)CSc2nnc(NC(=O)C3CCCCC3)s2)cc1	-0.1	14	1	0.5
Cn1nnc(-c2ccc(C(=O)O)cc2)n1	0.3	-1	-1	-1.0
Cc1ccc(-c2nnn(CC(=O)NCCC(C)C)n2)cc1	0.0	-14	1	-0.1
O=C(c1ccccc1F)N1CCN(Cc2ccc(Br)cc2)CC1	-0.2	50	19	-1.5
CCCCN(CC)C(=O)c1cccc(OC)c1	-0.1	4	17	-0.5
COc1cc2nc(Nc3ccc(N4CCOCC4)cc3)nc(Nc3ccc(OCCN4CCCCC4)cc3)c2cc1OC	0.0	32	-10	1.1
CCN(CC)CCOC(=O)c1ccc(NC(=O)/C=C/c2ccc3c(c2)OCO3)cc1	0.1	8	1	-1.0
CCOC(=O)C1=C(C)N=c2s/c(=C/c3ccco3)c(=O)n2C1c1cccs1 (centres undefined)	-0.1	11	13	-0.6
CNC(=O)COC(=O)C12CC3CC(CC(Br)(C3)C1)C2	0.0	19	0	-1.0
Cc1ccc(S(=O)(=O)NCc2cccnc2)cc1[N+](=O)[O-]	0.1	-6	-3	1.3
O=C1C(=O)N(CCCN2CCOCC2)C(c2ccco2)/C1=C(/O)c1ccc(S(=O)(=O)N2CCOCC2)cc1 (centres undefined)	0.0	-4	5	-1.7
New compounds follow:
SMILES	FBW7 act	MITF inh	TEAD-YAP inh	GPR151 ag
Cc1ccc(/C=C2/SC(N3CCCCC3)=NC2=O)o1	0.0	12	-51	0.3
Cc1c(Cl)cccc1NC(=O)Nc1ccc(C(=O)O)cc1	-0.4	1	0	-0.5
CCOC(=O)C1=CC2(SC=C(C(=O)OCC)S2)C2=C(S1)C(C)(C)Nc1c(OCC)cccc12 (centres undefined)	0.2	11	4	1.3
COCCNc1ccc2ncc(-c3ccc4ccccc4c3)n2n1	0.5	9	-14	-0.6
CC1=C(C(=O)OCCc2ccccc2)C(c2cc3c(cc2Cl)OCO3)C2=C(CCCC2=O)N1 (centres undefined)	0.1	1	-11	0.4
CCOC(=O)c1c(NC(=O)CSc2nc(C)cs2)sc(C)c1C	0.3	-2	-5	0.4
CC(=O)Nc1ccc(Nc2nc(Nc3ccccc3)nc3c2ncn3C(C)C)cc1	0.3	23	5	-1.0
Cc1ccc(Cn2ccn(Cc3ccc(Cl)cc3)c(=O)c2=O)cc1	0.1	-11	-2	-0.2
CCOC(=O)c1c(NC(=O)C(C)Sc2nnc(CNC(=O)Cc3ccc(OC)cc3)n2-c2cccc(C)c2)sc2c1CCC2 (centres undefined)	0.1	8	11	-0.8
CCOc1ccccc1C1NC(=O)NC(C)=C1C(N)=O (centres undefined)	-0.1	9	4	0.1
CC(=O)NCCOc1c(C)cc(Br)cc1C	-0.1	-17	-12	0.8
O=C(c1cccs1)C1C(c2ccccc2)C([N+](=O)[O-])C2C=Cc3ccccc3N21 (centres undefined)	-0.3	5	-19	-1.6
CCOC(=O)c1sc(=S)n(-c2cccc(C(F)(F)F)c2)c1N	0.9	-1	3	-0.4
CC(=O)NC1(c2ccccc2)CCN(C)C(c2ccccc2)C1C (centres undefined)	-0.3	-17	4	0.5
O=C(O)c1ccc(CNCCc2ccc(Cl)cc2)s1	0.0	-7	3	-0.3
CCCCN(CC)C(=O)c1sc2ncnc(N3CCN(c4ccccc4F)CC3)c2c1C	0.0	4	4	-1.1
O=C(NCC(c1cccs1)S(=O)(=O)c1ccc(F)cc1)c1ccccc1 (centres undefined)	-0.1	-1	0	0.0
CCCCCCNC(CC(=O)Nc1ccc(C)cc1)C(=O)O (centres undefined)	-0.1	-4	-21	-0.2
O=C(CCc1ccccc1)Nc1cc(Cl)ccc1C(=O)O	1.1	24	-13	-0.6
Cn1c(S(=O)(=O)CC(N)=O)nc2ccccc21	0.2	0	1	1.6
C=CCSC1=C(C#N)C(c2ccco2)C(C(=O)Nc2ccccc2OC)=C(C)N1 (centres undefined)	-0.2	-3	-5	2.4
CCNS(=O)(=O)c1cc(C)ccc1OCC	-0.1	-2	-1	1.8
CCn1c(=O)n(CC(=O)NCCC2=CCCCC2)c(=O)c2ccccc21	-0.1	5	6	0.2
CCCC(=O)Nc1ccccc1NC(=O)CN(C)S(=O)(=O)c1ccc(C)cc1	0.5	9	-9	-0.4

Three compounds from above, limited to GPR151 ag:
smiles	GPR151 ag
O=C(O)c1ccc(CNCCc2ccc(Cl)cc2)s1	-0.3
CCCCN(CC)C(=O)c1sc2ncnc(N3CCN(c4ccccc4F)CC3)c2c1C	-1.1
O=C(NCC(c1cccs1)S(=O)(=O)c1ccc(F)cc1)c1ccccc1 (centres undefined)	0.0

Complete entries as entered above. Values in the order: FBW7 act, MITF inh, TEAD-YAP inh, GPR151 ag
Results for CC1=C(C(=O)OCCc2ccccc2)C(c2cc3c(cc2Cl)OCO3)C2=C(CCCC2=O)N1 (centres undefined) : 0.1, 1, -11, 0.4
Results for Cn1c(S(=O)(=O)CC(N)=O)nc2ccccc21 : 0.2, 0, 1, 1.6
Results for CCOC(=O)c1sc(=S)n(-c2cccc(C(F)(F)F)c2)c1N : 0.9, -1, 3, -0.4

An excerpt of these results, with values under each structure.
Value order: FBW7 act	MITF inh	TEAD-YAP inh	GPR151 ag
- CC(=O)NC1(c2ccccc2)CCN(C)C(c2ccccc2)C1C (centres undefined)
    -0.3	-17	4	0.5
- O=C(O)c1ccc(CNCCc2ccc(Cl)cc2)s1
    0.0	-7	3	-0.3
- CCCCN(CC)C(=O)c1sc2ncnc(N3CCN(c4ccccc4F)CC3)c2c1C
    0.0	4	4	-1.1
- O=C(NCC(c1cccs1)S(=O)(=O)c1ccc(F)cc1)c1ccccc1 (centres undefined)
    -0.1	-1	0	0.0
- CCCCCCNC(CC(=O)Nc1ccc(C)cc1)C(=O)O (centres undefined)
    -0.1	-4	-21	-0.2
- O=C(CCc1ccccc1)Nc1cc(Cl)ccc1C(=O)O
    1.1	24	-13	-0.6
- Cn1c(S(=O)(=O)CC(N)=O)nc2ccccc21
    0.2	0	1	1.6
